HTT ATP protect: qHTS Multiplex Assay to Identify Dual Action Probes in a Cell Model of Huntington: Cytoprotection (ATP); Potency, µM (titrated, usually from 56.4 µM), for the others: cytoprotection (ATP increase), usual class: activators; 230,000 compounds, 0.14% hits; PC12 HTT-Q103 induced, cytoprotection, ATP luminescence, 40 h;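 further: % of control where 0% means no effect; nearly all actives have a fitted effect of over 45% in size; toxic huntingtin expression switched on by the ecdysone agonist tebufenozide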
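PC12 cells with ecdysone-inducible HTT exon 1 Q103-GFP, induced with 100 nM tebufenozide and co-treated with library compounds in a dose series (1536-well, 1500 cells/well). Cytoprotection read as ATP content by ATPlite luminescence.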
Tau fluor cs: Counterscreen qHTS for Inhibitors of Tau Fibril Formation, Fluorescence Polarization | tau K18 P301L Alexa594 fluorescence, heparin fibrillization | Potency, µM (series often up to 57.7 µM), for the others: at the top dose activity change, negative = decrease | 280,000 compounds, 0.93% hits | AID 1463, 2008; further: on the % scale 0 is the no-effect control and ±100 the full control effect; nearly all actives have a fitted effect of over 55% in size
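Human K18 P301L tau (15 uM unlabeled plus 0.24 uM Alexa 594-labeled, final) in 100 mM sodium acetate pH 7 was mixed with compound and 20 uM heparin and incubated 6 hr at 37 C.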
KDM4E inh: qHTS Assay for Inhibitors of Human Jumonji Domain Containing 2E (JMJD2E); Lysine-specific demethylase 4E (Homo sapiens), B2RXH2; JMJD2E catalytic domain, FDH-coupled NADH fluorescence (FDH is formaldehyde dehydrogenase); Potency, µM (highest dose often 57.1 µM), without a hit: at the top dose activity change, negative = inhibition, actives largely listed as inhibitors; 230,000 compounds, 1.6% hits; active means well fitted inhibition curve with a large enough effect, not every such curve was filed as active; inconclusive means small, poorly fitted or top-dose-only effect, or another doubt; inactive means no such curve, though single readings can be large or run the other way;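 further: 0% = wells with enzyme and -100% = buffer wells without enzyme; nearly all actives have a fitted effect of over 50% in size; many of its hits are not listed in these tables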
Target sequence (B2RXH2 1-337 limits assumed): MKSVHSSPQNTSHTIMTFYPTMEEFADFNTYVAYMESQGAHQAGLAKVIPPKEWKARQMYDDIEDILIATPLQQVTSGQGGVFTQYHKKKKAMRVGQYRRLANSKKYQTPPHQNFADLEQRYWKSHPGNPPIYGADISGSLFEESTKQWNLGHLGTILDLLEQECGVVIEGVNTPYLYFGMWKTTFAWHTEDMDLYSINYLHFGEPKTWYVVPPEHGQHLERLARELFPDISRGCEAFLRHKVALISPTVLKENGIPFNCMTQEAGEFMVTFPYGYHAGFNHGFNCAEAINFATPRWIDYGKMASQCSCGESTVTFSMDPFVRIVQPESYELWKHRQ
HTT aggregate: qHTS Multiplex Assay to Identify Dual Action Probes in a Cell Model of Huntington: Aggregate Formation (GFP); PC12 HttQ103-GFP aggregates, Acumen cytometry, 40 h; Potency, µM (titrated, usually from 46.1 µM), for inactives: at the top dose activity change, negative = inhibition, actives largely listed as inhibitors; 220,000 compounds, 1.1% hits; AID 1688, 2009; further: on the % scale 0 is the no-effect control and ±100 the full control effect; nearly all actives have a fitted effect of over 60% in size
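Multiplexed with ATP-based cell death, this channel scores GFP aggregates in PC12 cells expressing inducible HTTex1-Q103-GFP. Induction used 100 nM tebufenozide; compounds were tested in concentration series.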
ALDH1A1 inh: qHTS Assay for Inhibitors of Aldehyde Dehydrogenase 1 (ALDH1A1); Purified ALDH1A1, NADH fluorescence, propionaldehyde substrate; Potency, µM (series often up to 75.3 µM), without a hit: top-dose activity, negative = inhibition, actives largely listed as inhibitors; 220,000 compounds, 7.3% hits; active means well fitted inhibition curve with a large enough effect, not every such curve was filed as active; inconclusive means small, poorly fitted or top-dose-only effect, or another doubt; inactive means no such curve, though single readings can be large or run the other way;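 further: plate controls were no enzyme wells and a reference inhibitor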
Target sequence (P00352 whole entry, looked up): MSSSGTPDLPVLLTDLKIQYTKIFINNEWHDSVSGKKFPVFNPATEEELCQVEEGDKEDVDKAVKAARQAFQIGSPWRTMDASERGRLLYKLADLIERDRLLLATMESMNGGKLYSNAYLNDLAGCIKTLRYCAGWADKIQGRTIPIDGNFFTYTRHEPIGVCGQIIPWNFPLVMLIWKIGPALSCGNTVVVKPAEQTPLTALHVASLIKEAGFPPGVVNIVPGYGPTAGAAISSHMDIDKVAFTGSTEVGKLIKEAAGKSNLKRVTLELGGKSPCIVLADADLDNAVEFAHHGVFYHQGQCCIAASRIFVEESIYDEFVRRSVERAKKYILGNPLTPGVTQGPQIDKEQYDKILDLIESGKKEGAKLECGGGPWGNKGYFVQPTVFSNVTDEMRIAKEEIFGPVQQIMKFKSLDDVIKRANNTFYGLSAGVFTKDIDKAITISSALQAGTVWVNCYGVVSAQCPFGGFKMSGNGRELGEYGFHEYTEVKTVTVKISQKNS
Tau fibril FP: qHTS for Inhibitors of Tau Fibril Formation, Fluorescence Polarization; Potency, µM (titrated, usually from 57.7 µM), inactives show at the highest dose activity, negative = inhibition, usual class: inhibitors; 280,000 compounds, 0.39% hits; AID 1468, 2008; K18 P301L tau heparin fibrillization, Alexa594 FP, 6 h; Microtubule-associated protein tau (Homo sapiens), P10636; further: on the % scale 0 is the no-effect control and ±100 the full control effect; nearly all actives have a fitted effect of over 55% in size
Target sequence (P10636 561-689 P618L limits assumed): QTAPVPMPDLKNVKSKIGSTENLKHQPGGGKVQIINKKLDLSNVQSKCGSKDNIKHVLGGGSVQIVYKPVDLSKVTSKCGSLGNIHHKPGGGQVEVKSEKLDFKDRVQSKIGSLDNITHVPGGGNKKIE
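K18 P301L tau (15 uM unlabeled/0.24 uM Alexa 594-labeled, final) + compound + heparin 20 uM final; 100 mM NaOAc pH 7; 6 hr 37 C; ThT 30 uM final added, 1 hr RT; FP ex 555/em 632 nm.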
Tau fibril ThT: qHTS for Inhibitors of Tau Fibril Formation, Thioflavin T Binding; 270,000 compounds, 2.1% hits; AID 1460, 2008; recombinant tau K18 P301L (four-repeat tau fragment), heparin-induced fibrillization, ThT fluorescence; Potency, µM (titrated, usually from 57.4 µM), inactives show top-dose activity, negative = inhibition, hits mostly inhibitors; further: on the % scale 0 is the no-effect control and ±100 the full control effect; nearly all actives have a fitted effect of over 55% in size
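In this qHTS, human K18 P301L tau is incubated with compound and heparin for 6 hr at 37 C, and Thioflavin T fluorescence then reports fibril load.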
SMN2 splice up: qHTS Assay for Enhancers of SMN2 Splice Variant Expression. HEK293 SMN2-luciferase splicing reporter, luminescence, 30-36 h. Potency, µM (series often up to 46.1 µM), for the others: at the highest dose activity change, positive = activation, usual class: activators. 210,000 compounds, 2.8% hits. AID 1458, 2008; further: % of control where 0% means no effect; nearly all actives have a fitted effect of over 55% in size
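HEK293 cells carry an SMN2 […]–luciferase reporter in which exon 7 inclusion puts luciferase in frame. Cells were plated 10-12 h before compound addition, then incubated 30-36 h at 37C. ONE-Glo luminescence was read; sodium butyrate at 4.5 mM final served as control.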
The depositor's hits bear a star; ? = inconclusive; nt = not tested or not shown; & = joins results of further samples; [ ] = remark or other dose. Unless noted, the call rests on the fitted dose curve; in most records, active means well fitted curve in the direction sought with a large enough effect; inconclusive means small, poorly fitted or top-dose-only effect, or another doubt; inactive means no such curve, though single readings can be large; an effect the other way counts as inactive or inconclusive. Potency means the concentration at half of the fitted maximal effect. The list is partial (hit frequency here may not be typical).

SMILES	HTT ATP protect	Tau fluor cs	KDM4E inh	HTT aggregate	ALDH1A1 inh	Tau fibril FP	Tau fibril ThT	SMN2 splice up
COc1ccc2[nH]cc(CCNc3ncnc4ccc(-c5ccccc5CN(C)C)cc34)c2c1	5%	-19%	4%	nt	7%	9%	-11%	-14%
Cc1ccc(C(CC(=O)NCCCN(C)C)c2ccc(OC(C)C)cc2)cc1 (stereo unspecified)	-6%[10 µM]	-16%	0%	7%[9.22 µM]	nt	-9%	-10%	nt
COc1ccc(-c2cc3cc(OC)c(OC)cc3c(C)n2)cc1	-4%[10 µM]	-28%	?	13%[9.22 µM]	nt	8%	-20%	nt
CC(C(=O)Nc1ccccc1C(=O)N1CCOCC1)N(c1ccc(Cl)cc1)S(C)(=O)=O (stereo unspecified)	nt	4%	-6%	21%	3%	1%	9%	-2%
COc1cc(C(=O)Nc2ccc(Cl)c([N+](=O)[O-])c2)cc(OC)c1OC	-19%[10 µM]	-8%	5%	5%	3%	6%	0%	-19%
CC1(C)N=C(N)N=C(N)N1c1ccc(OCCCOc2ccccc2)c(Cl)c1	-44%[10 µM]	-10%	0%	-20%[9.22 µM]	nt	6%	-16%	nt
[N-]=[N+]=Nc1nc2c(N)ncnc2n1C1OC(CO)C(O)C1O (stereo unspecified)	nt	-8%	-8%	nt	3%	-12%	-2%	-44%[inhibitor]
COc1ccc(C(=O)Cc2cc(OC)c(OC)cc2[N+](=O)[O-])cc1	-33%	-13%	-3%	1%	7%	0%	-9%	?
Cc1c(-c2ccc(F)cc2)nc(N)c(C#N)c1-c1cccs1	4%	-8%	?	5%	-11%	-4%	-16%	10%
COc1cc2c(=O)c(S(=O)(=O)c3ccc(F)cc3)cn(Cc3ccccc3C)c2cc1OC	nt	-3%	nt	nt	nt	3%	8%	0%

Single values from the results shown:
COc1ccc2[nH]cc(CCNc3ncnc4ccc(-c5ccccc5CN(C)C)cc34)c2c1 – ALDH1A1 inh = 7%
[N-]=[N+]=Nc1nc2c(N)ncnc2n1C1OC(CO)C(O)C1O (stereo unspecified) – ALDH1A1 inh = 3%

Other records follow.
SMILES	HTT ATP protect	Tau fluor cs	KDM4E inh	HTT aggregate	ALDH1A1 inh	Tau fibril FP	Tau fibril ThT	SMN2 splice up
CCCCNC(=O)CSc1nc2ccccc2c(=O)n1C1CCCC1	4%	-8%	-5%	-9%	-11%	-6%	-1%	-3%
C=CCOC(=O)COc1ccc2c(C)c(C)c(=O)oc2c1C	-4%	-2%	?	18%	?	8%	-16%	-2%
Cc1cccc(Nc2nccc(N(C)C)c2C#N)c1	8%[10 µM]	3%	11%	14%[9.22 µM]	7%	-1%	6%	nt
CC1(C)CC(CC(=O)Nc2nccs2)(c2ccccc2)CCO1 (stereo unspecified)	nt	3%	6%	-12%	14%	7%	4%	-18%
CC(C)CCC(C)N=Cc1c(O)n(Cc2ccccc2)c(=O)c2ccccc12 (stereo unspecified)	10%	-25%	?	-15%	-2%	1%	-18%	-32%[inhibitor]
COc1cccc2c(=O)n(CC(=O)N3CCCCC3)ccc12	8%[10 µM]	-2%	?	-7%	?	3%	-15%	5%
COCCNC(=O)C(c1cccnc1)N(Cc1ccc(C)cc1)C(=O)Cn1nnc2ccccc21 (stereo unspecified)	-19%[10 µM]	6%	10%	-1%[9.22 µM]	4%	1%	0%	-2%
O=C(NCCc1ccccc1)c1ccncc1	0%	5%	2%	0%	10%	5%	0%	8%
CCCCNC(=S)N1CCN(c2nc3ccccc3s2)CC1	10%[10 µM]	-11%	10%	26%[9.22 µM]	5%	?	?	nt
CCOC(=O)c1c(/N=C/c2cccc([N+](=O)[O-])c2O)sc2c1CCC2	16%[10 µM]	-27%	-13%	-5%[9.22 µM]	?	-7%	16µM*	nt
COC(=O)C1C(O)=C(C=Nc2ccccc2)C(=O)CC1(C)C (stereo unspecified)	-35%	-1%	-3%	12%	?	1%	-4%	3%
Cc1cc(OC(C)C)c2c(-c3ccccc3)cc(=O)oc2c1	-8%	-16%	-23%	-18%	?	-13%	-19%	18%
Cn1nnnc1SCC(=O)Nc1ccccc1Cc1ccccc1	-2%	-2%	2%	13%	-6%	0%	-2%	0%
Cc1ccc(C(=O)Nc2ccc(S(=O)(=O)O)c3cc(S(=O)(=O)O)cc(S(=O)(=O)O)c23)cc1NC(=O)c1cccc(NC(=O)Nc2cccc(C(=O)Nc3cc(C(=O)Nc4ccc(S(=O)(=O)O)c5cc(S(=O)(=O)O)cc(S(=O)(=O)O)c45)ccc3C)c2)c1	-46%	?	-2%&1%&-3%	0%	-1%&-8%&-4%&5%	?	?	?
CC1(C)OC2OC(C(=O)N/N=C/c3cc(Br)ccc3O)C3OC(C)(C)OC3C2O1 (stereo unspecified)	16%[10 µM]	-12%	28µM*	10µM*	6%	-1%	-6%	-6%
COc1ccc(C2CC(c3ccccc3)Nc3nc(NC(=O)c4ccco4)nn32)cc1 (stereo unspecified)	-3%	-8%	-13%	14%	6%	-8%	-10%	11%
COc1cccc(NC(=O)CSc2nc(O)c(C/C=C/c3ccccc3)c(=O)[nH]2)c1	nt	-24%	nt	nt	nt	-11%	?	-5%
CC(C)(C)OC(=O)N1CC=C2C(C#N)=C(N)C(C#N)(C#N)C(c3cccs3)C2C1 (stereo unspecified)	-22%[10 µM]	-16%	?	23%	?	?	?	-26%
COc1ccccc1CN(Cc1nc2ccccc2c(=O)[nH]1)C(=O)Nc1ccc(C)cc1	-43%[inhibitor]	-15%	12%	18%	-9%	12%	-8%	9%
COC(=O)c1ccc(Cn2cnc3c(sc4nc(N5CCOCC5)c5c(c43)CCCC5)c2=O)o1	-9%[10 µM]	-10%	?	25%	?	-5%	-9%	-20%
O=C(c1ccccc1Cl)N1CCc2ccccc2C1	-8%[10 µM]	1%	-3%	?	?	10%	-4%	-12%
NNC(=O)COc1ccccc1[N+](=O)[O-]	8%[10 µM]	-11%	50%[activator]	-1%[9.22 µM]	?	-2%	-15%	nt
Cc1nc2ccccc2c(=O)n1CCN1CCOCC1	21%	1%	0%	5%	-4%	4%	-5%	25%
Cc1cccn2c(=O)c(C=O)c(N3CCN(c4ccc(F)cc4)CC3)nc12	-33%[inhibitor]	-19%	-6%	3%	?	11%	?	-9%
COc1ccc(S(=O)(=O)N2CCCC(C(=O)NCc3ccc4c(c3)OCO4)C2)cc1 (stereo unspecified)	14%[10 µM]	-14%	8%	28%[9.22 µM]	nt	-10%	nt	nt
CC(=O)NN1C(=O)/C(=C\c2ccc(Cl)cc2)SC1=S	24%[10 µM]	13%[2.34 µM]	6%	22%[9.22 µM]	12%	-8%	2%	nt
N#CC1=C(N)SC(N)=C(C#N)C1C1C=CCCC1 (stereo unspecified)	14%[10 µM]	-7%	?	-28%	22µM*	-2%	-8%	6%
CC[N+](C)(C)CCN(Cc1ccc(Cl)cc1)c1ccccn1	-10%	-6%	?	-9%	?	-1%	-6%	-8%
Cc1ccc(-n2c(SCC(=O)NCC3CCCO3)nc3c(c2=O)SCC3)cc1 (stereo unspecified)	-4%	11%	3%	5%	25µM*	6%	8%	?
COc1ccc2c(c1)CCc1c(C(=O)Nc3ccn(Cc4ccc(C)cc4)n3)noc1-2	-4%	-4%	-1%	-7%	-5%	-9%	-7%	-14%
O=C(NC(=S)N1CCN(c2ccc([N+](=O)[O-])cc2)CC1)c1ccccc1F	-18%[0.074 µM]	-2%	12%	12%	25µM*	-2%	?	-12%
CCCCCCn1nc(C(=O)Nc2nc3c(s2)CCCC3)c2ccccc2c1=O	-14%[10 µM]	-21%	6%	?	-1%	?	?	-33%[inhibitor]
Cc1cccc(C)c1NC(=O)C1(NC(=O)C2CCC(=O)N2)CCCCC1 (stereo unspecified)	nt	0%	0%	-9%	15%	-1%	-2%	-13%
CC1CCCCN1C(=S)NCc1ccccc1 (stereo unspecified)	4%[10 µM]	-2%	0%	?	-1%	1%	-6%	nt
CC(C)(C)C(=O)Nc1cccc(-c2nnc(-c3cccc(NC(=O)C(C)(C)C)c3)o2)c1	-13%[10 µM]	-10%	?	-20%	4%	-3%	-15%	-2%
COc1ccc(/C=N/NC(=O)c2cccnc2)cc1COc1ccc([N+](=O)[O-])cc1	-24%[10 µM]	?	-4%	14%[9.22 µM]	nt	-20%	?	nt
Cc1occc1C(=O)Nc1nnc(-c2ccncc2)s1	-22%	-4%	?	-10%	?	-3%	?	33%
O=C(Nc1ccccc1F)c1oc2ccccc2c1NC(=O)c1c(F)cccc1F	nt	-14%	nt	nt	nt	-11%	9%	-5%
CCc1ccccc1NC(=O)Nc1ccc2snnc2c1	nt	?	nt	nt	nt	?	0%	?
Cc1cc(C)c(COc2ccc(/C=N/n3c(C)n[nH]c3=S)cc2)c(C)c1	26%[10 µM]	-28%	-7%	12%	?	8%	?	-16%
Cc1ccc(CC(=O)O/N=C(\N)Cc2ccc([N+](=O)[O-])cc2)cc1	5%[10 µM]	-26%	-6%	5%	-6%	8%	?	3%
C[C@@H]1OC(OC2CC[C@@]3(C)C(CC[C@@]4(C)C3CC=C3C5CC(C)(C)CC[C@]5(C(=O)OC5OCC(O)[C@@H](O)[C@@H]5OC5O[C@@H](C)[C@H](O[C@H]6OC(CO)C(O)C(O)C6O)C(O)C5O)C(O)C[C@@]34C)C2(C)C)C(O)C(O)[C@H]1OC1OCC(O)C(O)[C@H]1O (stereo partly specified)	nt	-9%	-14%	nt	5%	?	-20%	-53%[inhibitor]
